Assay outcomes as filed in PubChem.
HRas wt GTP: modulators of GTP binding to human HRas wildtype | P01112 | GTP binding activity, % at 10 µM | 190,000 tested, 0.14% active | AID 759 | GST-Ras wt beads, Bodipy-FL-GTP binding, flow cytometry; actives lie on both sides;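 active = GTP binding activity at least 20% away from the 100% baseline, either lowered as inhibitor or raised as activator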;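 also: 0% = unlabeled GTP competition control and 100% = no-compound control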
Target sequence (P01112 whole entry, looked up): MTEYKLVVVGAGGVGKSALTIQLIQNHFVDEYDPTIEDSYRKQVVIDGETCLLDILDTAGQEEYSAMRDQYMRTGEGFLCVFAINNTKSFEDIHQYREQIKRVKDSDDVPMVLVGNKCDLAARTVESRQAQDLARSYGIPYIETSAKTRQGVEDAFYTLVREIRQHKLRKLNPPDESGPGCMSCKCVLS
Rac1 mut GTP: alters GTP binding to activated mutant human Rac1 | P63000 | GST-Rac1 activated beads, fluorescent GTP binding, flow cytometry; actives lie on both sides; 100% means binding = to untreated wells | percent activity (GTP binding), % at 10 µM | 190,000 tested, 0.11% active | AID 764;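 active = GTP binding at least 20 percentage points away from the 100% baseline, in either direction, so actives lie on both sides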
Rab2 wt GTP: changes GTP binding to wildtype dog Rab2A, up or down; 190,000 tested, 0.19% active; GST-Rab2 wt beads, Bodipy-GTP binding, flow cytometry; P61105; GTP binding activity, % at 10 µM;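 active = GTP binding activity at least 20 points away from 100%, either lowered or raised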;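 also: 0% = beads with excess unlabeled GTP and 100% = no-compound control corrected for plate trend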
Mcl-1 Bim block: human Bim-Mcl-1 interaction inhibition | inhibition, % at 10 µM | Q07820 | 190,000 tested, 0.1% active | AID 1009 | Bead-based flow cytometry, Bim peptide-Mcl-1 binding; in the data active = inhibition above about 40%;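 also: 0% = no compound tracer wells and 100% = peptide blocker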
RGS8-Gao reg: modulates binding of RGS8 to human Galphao. P09471. multiplexed bead flow cytometry; actives lie on both sides. response (percent of control binding), % at 10 µM. 220,000 tested, 0.34% active. AID 1423; in the data active = response below about 60% or above about 140%; inactive = in between;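 also: Galphao activated as the GDP aluminium fluoride complex binding bead-coupled RGS8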
Target sequence (P09471 whole entry, looked up): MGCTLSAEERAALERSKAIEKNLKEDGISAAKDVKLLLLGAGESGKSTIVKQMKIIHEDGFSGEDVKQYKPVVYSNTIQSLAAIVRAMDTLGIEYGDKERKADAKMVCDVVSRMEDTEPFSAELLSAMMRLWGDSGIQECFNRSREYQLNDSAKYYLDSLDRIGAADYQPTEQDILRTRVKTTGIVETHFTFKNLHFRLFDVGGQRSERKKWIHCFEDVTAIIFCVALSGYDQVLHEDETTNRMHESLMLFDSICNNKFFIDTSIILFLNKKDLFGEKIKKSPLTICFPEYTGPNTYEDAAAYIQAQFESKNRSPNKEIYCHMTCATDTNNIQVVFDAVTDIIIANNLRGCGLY
Rac1 wt GTP bind: modulators of human Rac1 wildtype GTP binding; P63000; GST-Rac1 beads, fluorescent GTP binding, flow cytometry; actives lie on both sides; 0 = cold GTP competed, 100 = untreated; GTP binding activity (% of control), % at 10 µM; 190,000 tested, 0.27% active; AID 757;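 active = GTP binding activity at least 20 points away from the 100% control level, either lower or higher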
Mcl1 Noxa PPI: disrupts binding of human Mcl-1 to Noxa peptide; Q07820; TR-FRET Mcl-1/Noxa peptide binding, 2 h; inhibition, % at 21.7 µM; 220,000 tested, 1.5% active;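 active = compounds that cut the protein-peptide binding signal by more than 50% relative to plate controls in a single-dose test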;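 also: His-tagged Mcl-1 with rhodamine Noxa BH3 peptide and terbium anti-His antibody; 0% = Mcl-1 plus Noxa peptide wells and 100% = peptide-only wells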
Mcl1-Bid inh: Mcl-1/Bid interaction inhibition | AID 1021 | 220,000 tested, 0.97% active | TR-FRET Mcl-1/Bid-Dy647 peptide binding, 1536-well | inhibition, % at 21.7 µM;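 active = compounds that cut the binding signal by more than half at the single screening dose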;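 also: His-tagged Mcl-1 with europium anti-His antibody binding Bid BH3 peptide; 0% = Mcl-1 plus peptide wells and 100% = peptide-only wells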
Pf gametocyte: kills late stage P. falciparum gametocytes | P. falciparum stage V gametocytes, ATP luminescence, 24 h | inhibition, % at 10.9 µM | 150,000 tested, 0.065% active;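 active = inhibition above the mean plus 3 SD of compounds within the control limits, set per campaign, cut at about 38% in these data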;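 also: 0% = DMSO wells and 100% = medium only without gametocytes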
Cdc42 wt GTP: human Cdc42 wildtype GTP binding change, either direction; GST-Cdc42 beads, Bodipy-GTP binding, flow cytometry; actives lie on both sides; P60953; 190,000 tested, 0.2% active; percent activity (GTP binding), % at 10 µM;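 active = percent activity GTP binding at least 20 points away from the 100% baseline, either down as inhibitor or up as activator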;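 also: median bead fluorescence of bound Bodipy-FL-GTP at 100 nM; 0% = excess unlabeled GTP control and 100% = no compound control; below 100% means less GTP binding so inhibitor and above means activator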
Target sequence (P60953 whole entry, looked up): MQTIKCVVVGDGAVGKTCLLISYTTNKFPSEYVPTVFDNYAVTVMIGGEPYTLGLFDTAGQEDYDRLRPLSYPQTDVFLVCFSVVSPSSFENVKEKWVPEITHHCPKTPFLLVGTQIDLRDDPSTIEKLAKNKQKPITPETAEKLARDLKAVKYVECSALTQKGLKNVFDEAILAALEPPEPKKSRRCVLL
Rab7 wt modul: dog Rab7 wildtype GTP binding, inhibitors and activators; GST-Rab7 beads, fluorescent GTP binding, flow cytometry; actives lie on both sides; untreated = 100%, excess cold GTP = 0%; GTP binding activity (percent of control), % at 10 µM; 190,000 tested, 0.055% active;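 active = fluorescent GTP binding to Rab7 beads changed by at least 20 points from the 100% baseline, either direction, mostly lower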;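 also: median green fluorescence of bound Bodipy-FL-GTP per Rab7 bead population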
The depositor's hits bear a star; nt = not tested or not shown. No enrichment for hits; any-hit rate near 2.9%.

Key to letters – A = HRas wt GTP; B = Rac1 mut GTP; C = Rab2 wt GTP; D = Mcl-1 Bim block; E = RGS8-Gao reg; F = Rac1 wt GTP bind; G = Mcl1 Noxa PPI; H = Mcl1-Bid inh; I = Pf gametocyte; J = Cdc42 wt GTP; K = Rab7 wt modul
COC(=O)Cc1c(C)nc2nc(-c3ccccc3)[nH]n2c1=O
  A: 98	B: 92	C: 95	D: -1	E: 98	F: 97	G: 9	H: -13	I: 3	J: 98	K: 96
COc1cc(-c2nnco2)cc(OC)c1OC
  A: 99	B: 96	C: 101	D: 2	E: 98	F: 105	G: 11	H: -7	I: nt	J: 102	K: 102
O=c1c(Cc2ccc(Cl)cc2)c(O)ccn1Cc1cccc(Cl)c1
  A: 98	B: 97	C: 100	D: -6	E: 102	F: 106	G: 9	H: -6	I: -7	J: 102	K: 96
CCc1ccccc1N=C1S/C(=C/c2ccccc2OCC(=O)N2CCOCC2)C(=O)N1C
  A: 101	B: 100	C: 100	D: 0	E: 98	F: 101	G: 10	H: -4	I: -11	J: 100	K: 102
CCOC(=O)N1CCN(C(=O)CSc2nnc(-c3cccc(Cl)c3)o2)CC1
  A: 102	B: 100	C: 99	D: 0	E: 100	F: 104	G: 6	H: -2	I: nt	J: 104	K: 100
COc1cc(/C=N/N=C2/NC(=O)C(CC(=O)O)S2)ccc1OCc1cccc(Cl)c1 (stereo not given)
  A: 99	B: 96	C: 98	D: 3	E: 97	F: 98	G: 14	H: -37	I: -16	J: 97	K: 105
O=C(Cn1c(=O)[nH]n(-c2ccccc2)c1=O)N1CCCc2ccccc21
  A: 96	B: 94	C: 96	D: 12	E: 89	F: 93	G: 18	H: 7	I: nt	J: 96	K: 95
CCOC(=O)c1c(NC(=O)CSc2nc3ccccc3s2)sc(C)c1C
  A: 101	B: 98	C: 101	D: -5	E: 101	F: 106	G: -3	H: 4	I: nt	J: 100	K: 102
C=CCOC(=O)C1=C[C@@H](c2ccccc2)[C@H](CCCO)[C@@H](OCC)O1
  A: 94	B: 93	C: 95	D: 0	E: 102	F: 97	G: -7	H: 8	I: nt	J: 93	K: 101
Cc1ccc(S(=O)(=O)N(C)CCCC(=O)NC(C)(C)CO)cc1
  A: 98	B: 98	C: 101	D: -1	E: 100	F: 100	G: 11	H: -52	I: -34	J: 99	K: 104

A few values from above:
CCc1ccccc1N=C1S/C(=C/c2ccccc2OCC(=O)N2CCOCC2)C(=O)N1C in Mcl1 Noxa PPI shows 10
COc1cc(/C=N/N=C2/NC(=O)C(CC(=O)O)S2)ccc1OCc1cccc(Cl)c1 (stereo not given) in Rab7 wt modul shows 105

The listing continues:
Key to letters – A = HRas wt GTP; B = Rac1 mut GTP; C = Rab2 wt GTP; D = Mcl-1 Bim block; E = RGS8-Gao reg; F = Rac1 wt GTP bind; G = Mcl1 Noxa PPI; H = Mcl1-Bid inh; I = Pf gametocyte; J = Cdc42 wt GTP; K = Rab7 wt modul
O=C(NC(=S)Nc1ccc(NC(=O)c2cccs2)cc1)c1ccco1
  A: 97	B: 100	C: 99	D: -5	E: 101	F: 98	G: 30	H: -36	I: -1	J: 99	K: 96
O=C(Cn1cnc([N+](=O)[O-])n1)N/N=C/c1cccc2ccccc12
  A: 98	B: 98	C: 99	D: -4	E: 107	F: 101	G: 0	H: 9	I: 17	J: 101	K: 98
Cc1[nH]n2c(=O)cc(C(C)(C)C)nc2c1-c1ccccc1
  A: 102	B: 97	C: 103	D: -4	E: 102	F: 102	G: -56	H: -78	I: -15	J: 103	K: 101
COC(=O)Cc1cc(=O)n2[nH]c(C)c(-c3ccccc3)c2n1
  A: 102	B: 99	C: 103	D: -1	E: 103	F: 104	G: 12	H: -120	I: nt	J: 102	K: 105
CCCCNC(=O)CSc1nc2cc3c(cc2c(=O)n1CCCC(=O)NCCc1ccc(OC)c(OC)c1)OCO3
  A: 99	B: 96	C: 98	D: 0	E: 99	F: 108	G: 17	H: 6	I: -48	J: 102	K: 99
COc1ccc(-c2ocnc2C(=O)N2CCN(C(c3ccccc3)c3ccccc3)CC2)cc1
  A: 98	B: 99	C: 99	D: -5	E: 104	F: 99	G: -4	H: 6	I: -18	J: 97	K: 100
Cc1cccc2cc3c(NC(=O)C(C)C)nn(C)c3nc12
  A: 101	B: 96	C: 98	D: 3	E: 93	F: 99	G: 1	H: -34	I: nt	J: 100	K: 98
O=C(c1cccc([N+](=O)[O-])c1)N(c1ccccn1)c1ccccn1
  A: 102	B: 100	C: 103	D: -5	E: 103	F: 109	G: 10	H: -6	I: nt	J: 104	K: 101
CCN1/C(=C\c2ccc3ccccc3[n+]2CC)Sc2cc(C)ccc21
  A: 98	B: 99	C: 98	D: 2	E: 104	F: 104	G: -20	H: -67	I: 20	J: 98	K: 101
CC(C)C(NS(=O)(=O)c1cccc2nsnc12)C(=O)NCc1ccc2c(c1)OCO2 (stereo not given)
  A: 100	B: 99	C: 98	D: 0	E: 103	F: 104	G: 8	H: -5	I: nt	J: 100	K: 96
O=C(NCCCN1CCCC1)c1ccc2c(Cl)c3c(nc2c1)CCCC3
  A: 101	B: 100	C: 100	D: -5	E: 102	F: 105	G: 6	H: -2	I: nt	J: 102	K: 109
Cc1cc(F)ccc1NCc1ccncc1
  A: 98	B: 99	C: 99	D: -2	E: 100	F: 99	G: -1	H: -111	I: nt	J: 100	K: 96
COc1cc(CN2CCN(S(=O)(=O)c3ccc(NC(C)=O)cc3)CC2)cc(OC)c1O
  A: 99	B: 98	C: 100	D: -1	E: 99	F: 104	G: 20	H: 23	I: nt	J: 102	K: 101
CC1CCCC(NC(=O)COC(=O)c2ccccc2Sc2ccccc2C#N)C1C (stereo not given)
  A: 99	B: 99	C: 99	D: -7	E: 101	F: 103	G: 14	H: -6	I: -21	J: 98	K: 93
CCC(C)(C)NC(=O)C(c1cccn1C)N(C(=O)Cn1nnc2ccccc21)c1ccc(OC)cc1 (stereo not given)
  A: 99	B: 96	C: 97	D: 0	E: 100	F: 95	G: -76	H: -22	I: nt	J: 99	K: 97
CCCN1Cc2cccc(C(=O)N3CCN(c4ccc(F)cc4)CC3)c2C1=O
  A: 105	B: 99	C: 107	D: 1	E: 101	F: 111	G: 1	H: -26	I: nt	J: 103	K: 103
COc1ccc(CNC(=O)c2noc(C)c2[N+](=O)[O-])cc1
  A: 93	B: 95	C: 94	D: -2	E: 105	F: 97	G: 14	H: -15	I: -5	J: 95	K: 98
COc1ccc(C(C(=O)NC2CCCC2)N(C(=O)c2ccoc2C)c2cc(C)cc(C)c2)cc1 (stereo not given)
  A: 104	B: 100	C: 104	D: -2	E: 98	F: 101	G: 4	H: -34	I: -16	J: 102	K: 102
CC(C)CNC(=O)Nc1ccc(F)c(Cl)c1
  A: 99	B: 97	C: 104	D: 0	E: 96	F: 103	G: 4	H: 0	I: -2	J: 100	K: 107
COc1cc(OC)c(NC(=O)Nc2ccc(OC)c(OC)c2)cc1Cl
  A: 100	B: 99	C: 101	D: -4	E: 93	F: 100	G: 38	H: 17	I: 1	J: 98	K: 99
CC(C)(C)c1ccc(/C=N/NC(=O)C(=O)NCCCN2CCOCC2)cc1
  A: 99	B: 100	C: 100	D: 0	E: 102	F: 105	G: 19	H: -5	I: -14	J: 104	K: 105
Cc1ccc(-c2sc(-c3cccnc3)nc2CC(=O)O)cc1
  A: 96	B: 94	C: 97	D: 1	E: 103	F: 98	G: 17	H: 3	I: -5	J: 92	K: 108
CCOC(=O)c1sc(NC(=O)Nc2ccccc2F)nc1C
  A: 99	B: 97	C: 97	D: -4	E: 102	F: 105	G: -39	H: -4	I: 1	J: 103	K: 105
CCN(CC)S(=O)(=O)c1ccc(N2CCOCC2)c(NS(=O)(=O)c2ccc(C(C)C)cc2)c1
  A: 95	B: 97	C: 96	D: 2	E: 97	F: 98	G: 0	H: 4	I: 4	J: 95	K: 97
COc1ccc(-c2noc(COc3ccc4ccccc4c3Br)n2)cc1OC
  A: 89	B: 87	C: 87	D: 2	E: 98	F: 88	G: -4	H: -3	I: nt	J: 85	K: 91
Cc1nc2ccccn2c1C(=O)NC1CCCCC1
  A: 98	B: 96	C: 100	D: 1	E: 100	F: 97	G: -3	H: 8	I: nt	J: 97	K: 101
CC(C)OCCCNC(=O)c1ccc(NC(=O)C2CCCO2)cc1 (stereo not given)
  A: 104	B: 101	C: 101	D: 0	E: 103	F: 111	G: 3	H: 1	I: nt	J: 103	K: 103
COc1ccc(NC(=O)CSc2nnc(Cn3c(=O)sc4ccccc43)n2C)c(OC)c1
  A: 100	B: 99	C: 98	D: -1	E: 103	F: 104	G: -12	H: 6	I: nt	J: 98	K: 102
Cc1cccc(NS(=O)(=O)c2cc(C(=O)N3CCCC3)ccc2Cl)c1
  A: 100	B: 98	C: 102	D: -5	E: 99	F: 102	G: -12	H: -13	I: nt	J: 98	K: 98
CCOC(=O)c1c(-c2ccccc2)csc1N1C(=O)Nc2ccccc2N1O
  A: 90	B: 88	C: 88	D: 0	E: 103	F: 90	G: -11	H: 2	I: -3	J: 91	K: 93
CN1C/C(=C/c2cccnc2)C(=O)/C(=C/c2cccnc2)C1
  A: 100	B: 100	C: 99	D: -2	E: 100	F: 106	G: 13	H: -8	I: 22	J: 100	K: 103
Cc1ccc(NC(=O)C2CCCN2C(=O)Oc2ccccc2)cc1 (stereo not given)
  A: 99	B: 98	C: 101	D: -1	E: 99	F: 102	G: 3	H: -14	I: -6	J: 101	K: 100
COc1ccc(C(=O)/C=C/c2cc(OC)c(O)c(OC)c2)c(F)c1
  A: 100	B: 95	C: 101	D: -2	E: 97	F: 101	G: 55*	H: 7	I: 6	J: 101	K: 102
O=C(OC(C(=O)NC1CCCC1)c1ccncc1)C1=Cc2ccccc2OC1 (stereo not given)
  A: 98	B: 95	C: 95	D: -2	E: 101	F: 96	G: 24	H: -11	I: nt	J: 97	K: 99
